ATXN viability – cell viability loss in ATXN counter-screen | S2 cells (HEK-293 line with an ATXN2-luciferase reporter) viability, CellTiter-Fluor protease fluorescence, 24 h | Potency, µM (highest dose often 56.7 µM), most hits filed as cytotoxic | 400,000 tested, 0.49% active; further: nearly all actives have a fitted effect of over 40% in size
HepG2 viability – kills HepG2 cells in TGF-b inhibitor counter-screen. HepG2 CAGA-GFP viability, ATP luminescence, 18 h. Potency, µM (series often up to 46.1 µM), for inactives: top-dose activity change, negative = cytotoxicity, usual class: cytotoxic. 410,000 tested, 0.76% active; further: some results filed as inactive show a strong effect at the top dose
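CellTiter-Glo luminescence gave cytotoxicity after 18 hours at 37 degrees C. The cells were HepG2 CAGA-GFP in 1% FBS DMEM, stimulated with 500 pg/mL TGF-beta after compound addition. %Activity was normalised to no-cell wells (complete cell-killing) and DMSO (no toxicity), and curves were fitted and classified.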
Nrf2 activator – Nrf2 pathway activation; AREc32 ARE-luciferase reporter (MCF7-derived line), luminescence, 24 h; Potency, µM (highest dose often 46.1 µM), for inactives: at the highest dose activation, most hits filed as activators; 410,000 tested, 0.31% active; further: % of control where 0% means no effect; nearly all actives have a fitted effect of over 65% in size
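Reporter line AREc32 (ARE-Fluc), seeded overnight in OPTI-MEM with 5% FBS; compound pin-transferred, 24 hr at 37 deg C, 5% CO2; luminescent read-out.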
A549 viability – kills or reduces viability of A549 cells in Nrf2 counter-screen; A549 ARE-Fluc cells, CellTiter-Fluor viability, 18-24 h; 390,000 tested, 0.16% active; Potency, µM (highest dose often 46 µM), without a hit: top-dose activity change, negative = cytotoxicity, actives largely listed as inhibitors; AID 504648; further: on the % scale 0 is the no-effect control and ±100 the full control effect
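Cytotoxicity counterscreen: CellTiter-Fluor fluorescence was measured in A549 ARE_Fluc cells after 18-24 h of compound exposure in a concentration series. The subsequent BugLite luminescent read reports ARE-luciferase activity.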
ATXN2 expr inh – reduces ATXN2 reporter expression in HEK-293 cells. HEK-293 ATXN2-luciferase reporter, luminescence, 24 h. Potency, µM (top dose mostly 57 µM), for inactives: at the top dose activity change, negative = inhibition, hits mostly inhibitors. 360,000 tested, 0.72% active. AID 1745845; further: on the % scale 0 is the no-effect control and ±100 the full control effect; nearly all actives have a fitted effect of over 55% in size
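qHTS (up to 57 uM final) was run with 24 h compound exposure of reporter cells at 37 °C. Each well was multiplexed: SteadyGlo luminescence measured ATXN2-luciferase expression after a fluorogenic Gly-Phe-AFC viability readout (25 uM final).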
EPAC2 antagonist – blocks human EPAC2 exchange factor. EPAC2 GEF exchange of Rap1B-BODIPY-GDP, fluorescence. AID 720708. 360,000 tested, 0.18% active. Potency, µM (top dose mostly 114 µM), without a hit: top-dose activity, negative = inhibition, usual class: inhibitors. Q8WZA2; further: on the % scale 0 is the no-effect control and ±100 the full control effect; nearly all actives have a fitted effect of over 45% in size; many of its hits are not listed in these tables
Target sequence (Q8WZA2 whole entry, looked up): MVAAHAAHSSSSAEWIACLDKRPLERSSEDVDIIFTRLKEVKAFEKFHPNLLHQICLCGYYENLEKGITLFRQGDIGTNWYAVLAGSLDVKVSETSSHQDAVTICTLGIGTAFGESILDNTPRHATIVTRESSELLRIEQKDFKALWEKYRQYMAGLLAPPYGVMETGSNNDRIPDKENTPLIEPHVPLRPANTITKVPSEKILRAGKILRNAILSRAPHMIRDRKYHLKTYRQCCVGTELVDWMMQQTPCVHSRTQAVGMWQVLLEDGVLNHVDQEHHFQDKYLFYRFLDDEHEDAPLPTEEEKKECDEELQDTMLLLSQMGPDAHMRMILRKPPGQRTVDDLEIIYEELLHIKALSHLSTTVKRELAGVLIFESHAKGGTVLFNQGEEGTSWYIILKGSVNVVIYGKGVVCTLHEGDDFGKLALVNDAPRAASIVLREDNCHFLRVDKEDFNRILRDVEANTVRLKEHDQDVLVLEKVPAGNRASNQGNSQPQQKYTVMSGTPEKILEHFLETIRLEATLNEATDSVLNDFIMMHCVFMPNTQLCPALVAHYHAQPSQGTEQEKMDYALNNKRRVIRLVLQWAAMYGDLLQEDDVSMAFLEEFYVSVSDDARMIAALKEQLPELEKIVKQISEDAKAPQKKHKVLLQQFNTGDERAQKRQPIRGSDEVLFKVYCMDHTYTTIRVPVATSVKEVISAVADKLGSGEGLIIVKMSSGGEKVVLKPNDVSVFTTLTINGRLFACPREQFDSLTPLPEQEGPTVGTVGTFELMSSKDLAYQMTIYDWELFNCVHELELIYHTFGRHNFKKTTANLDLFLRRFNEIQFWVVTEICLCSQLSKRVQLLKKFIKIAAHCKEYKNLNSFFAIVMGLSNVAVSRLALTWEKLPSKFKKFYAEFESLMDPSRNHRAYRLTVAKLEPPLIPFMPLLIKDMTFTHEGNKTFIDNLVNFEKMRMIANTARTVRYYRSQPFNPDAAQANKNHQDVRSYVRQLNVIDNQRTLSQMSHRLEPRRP
Nrf2 block – blocks Nrf2 signaling; A549 ARE-Fluc reporter, luciferase luminescence, 18-24 h; 360,000 tested, 2.1% active; Potency, µM (series often up to 46 µM), for the others: at the highest dose activity change, negative = inhibition, actives largely listed as inhibitors; further: on the % scale 0 is the no-effect control and ±100 the full control effect; nearly all actives have a fitted effect of over 60% in size
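In this cell-based qHTS, ARE-driven firefly luciferase in A549 cells reports Nrf2 activity; the luminescent signal after BugLite lysis is the measured value, with a prior CellTiter-Fluor read for cell health.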
TGFb inhibitor – TGF-b pathway inhibition; HepG2 CAGA-GFP TGF-b/SMAD3 reporter, GFP fluorescence, 18 h; TGF-beta stimulated, 500 pg/mL final; Potency, µM (doses to about 46.1 µM), for inactives: top-dose activity, negative = inhibition, usual class: inhibitors; 410,000 tested, 1.2% active; further: on the % scale 0 is the no-effect control and ±100 the full control effect; nearly all actives have a fitted effect of over 65% in size
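Inhibition of TGF-beta-driven CAGA-GFP reporter expression in HEPG2 cells is measured by cellular GFP fluorescence after 18 h stimulation with 500 pg/mL recombinant TGF-beta in 1% FBS medium at 37 degrees C.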
MCF10A rerep – induces DNA re-replication in MCF 10a normal breast cells; Potency, µM (doses to about 46.1 µM), for inactives: at the highest dose activity, positive = re-replication, actives largely listed as activators; MCF 10A DNA re-replication, Hoechst nuclear intensity, 48 h; 350,000 tested, 2.9% active; AID 624296; further: % of control where 0% means no effect; nearly all actives have a fitted effect of over 50% in size
Starred values were filed as active, the others as inactive; i = inactive; ? = inconclusive; / = not tested or not shown; & = joins results of further samples; [ ] = remark or other dose. The call rests on the fitted dose curve; in most records, active means well fitted curve in the direction sought with a large enough effect; inconclusive means small, poorly fitted or top-dose-only effect, or another doubt; inactive means no such curve, though single readings can be large; an effect the other way counts as inactive or inconclusive. Potency means the concentration at half of the fitted maximal effect. Not all compounds are listed; rates above refer to the full screens.

Key to letters: A = ATXN viability; B = HepG2 viability; C = Nrf2 activator; D = A549 viability; E = ATXN2 expr inh; F = EPAC2 antagonist; G = Nrf2 block; H = TGFb inhibitor; I = MCF10A rerep
COc1cc(OC)cc(N2C(=O)CC(N3CCC(C(=O)N4CCCCC4)CC3)C2=O)c1 (configuration not stated)
  A: i | B: 19% | C: 0.0% | D: 4% | E: -11% | F: -8% | G: 2% | H: -4% | I: -22%

COc1ccc(-c2nc(=S)c3c([nH]2)Oc2ccc(C)cc2C3)cc1O
  A: i | B: -10% | C: 6.9% | D: 0% | E: 1% | F: 0% | G: 21% | H: 8% | I: 0%

O=c1c2ccccc2c(C=NCc2ccccn2)c(O)n1-c1ccccc1
  A: / | B: 8% | C: 1.7% | D: -9% | E: / | F: 5% | G: -4% | H: 2% | I: -3%

CCN(CC)S(=O)(=O)c1ccc(Cl)c(NC(=O)c2ccncc2)c1
  A: i | B: 3% | C: 0.5% | D: 8% | E: -25% | F: 8% | G: -11% | H: -1% | I: 1%

COc1ccc(-c2cc(CNC(=O)CN3CCN(C)CC3)on2)cc1
  A: ? | B: 5% | C: -0.4% | D: 3% | E: 6% | F: 4% | G: / | H: 4% | I: 0%

Cc1ccc(S(=O)(=O)N2CCN(c3ccc(C(=O)N4CCOCC4)cc3[N+](=O)[O-])CC2)cc1
  A: i | B: -2% | C: -0.7% | D: -5% | E: -6% | F: -9% | G: ? | H: -33% | I: ?

COc1ccc(Cl)cc1NC(=O)CSc1sc2c(O)cc(=O)[nH]c2c1C#N
  A: i | B: -8% | C: 0.0% | D: -5% | E: -4% | F: -1% | G: -2% | H: -9% | I: -2%

Cn1nc(Cc2cccc3ccccc23)c(C#N)c1N
  A: i | B: 1% | C: -0.7% | D: 1% | E: 1% | F: -4% | G: -14% | H: 4% | I: -3%

Cc1ccccc1OCCn1cc(C=O)c2ccccc21
  A: i | B: -34% | C: 1.4% | D: -2% | E: -6% | F: 0% | G: -12% | H: ? | I: ?

COc1ccc(N2C(=O)CC2(C#N)c2ccc(OCc3ccccc3)cc2)cc1 (configuration not stated)
  A: i | B: 1% | C: 3.3% | D: -5% | E: 4% | F: 20% | G: 19% | H: 1% | I: -77%[inhibitor]

Cc1cccc(N=N/C(=C\O)C(=O)c2cccs2)c1
  A: ? | B: -22% | C: -1.2% | D: -15% | E: ? | F: -17% | G: 18% | H: ? | I: ?

Cc1cc2ccccc2c(=O)n1CC(=O)NCC1COc2ccccc2O1 (configuration not stated)
  A: i | B: 0% | C: 0.5% | D: 3% | E: 11% | F: -1% | G: -1% | H: 9% | I: 1%

COc1ccc(OC)c(NC(=O)COC(=O)/C=C/c2ccc(Cl)cc2)c1
  A: i | B: -8% | C: -0.2% | D: 4% | E: -5% | F: -10% | G: ? | H: 1% | I: -3%

CCOC(=O)c1c(S(=O)(=O)NCC(=O)Nc2ccccc2)c(C)n(C)c1C
  A: i | B: -13% | C: 0.4% | D: 3% | E: / | F: 2% | G: 4% | H: -14% | I: -4%

COc1ccccc1CNC(=O)CCCn1nc(C)c2c(C)n(-c3ccc(C)cc3)nc2c1=O
  A: i | B: 14%&-5% | C: 1.0%&2.7% | D: 1%&11% | E: / | F: -3% | G: -2%&-25% | H: ? | I: -1%

CC(CNC(=O)CN1C(=O)COc2ccc(S(=O)(=O)N3CCCCC3)cc21)c1ccccc1 (configuration not stated)
  A: i | B: -13%&0% | C: 3.5%&-0.4% | D: -3%&-1% | E: -3% | F: -5% | G: -2%&8% | H: -27%&0% | I: 12%

CCN1CCN(C(=O)c2ccc(Cl)c(S(=O)(=O)N3CCCCC3)c2)CC1
  A: i | B: -55% | C: 1.9% | D: 11% | E: -1% | F: -2% | G: 6% | H: 0% | I: -1%

COc1ccc(CNC(=O)CC2C[C@H](C(=O)N3CCCCC3)[C@@]3(C)c4[nH]c5ccccc5c4CCN3C2=O)cc1OC (some centres not stated)
  A: i | B: -19% | C: 0.8% | D: -5% | E: 14% | F: 1% | G: -12% | H: ? | I: -2%

Cc1occc1-c1nnc(SCC(=O)Nc2ccccc2N2CCCCC2)n1C
  A: i | B: -12% | C: 4.3% | D: 4% | E: 6% | F: -12% | G: 0% | H: -11% | I: 9%

O=C(CN1C(=O)C(=O)N(Cc2ccco2)C1=O)c1c[nH]c2ccccc12
  A: i | B: -4% | C: 3.1% | D: -12% | E: -8% | F: -8% | G: 9% | H: -1% | I: 16%

COc1ccccc1CNC(=O)CCC(=O)N1CC2CCCN2c2ccccc21 (configuration not stated)
  A: / | B: 1% | C: 0.6% | D: 9% | E: / | F: / | G: -6% | H: 31% | I: /

CCN(CC)CCNC(=O)C1(O)c2cc(Br)ccc2NC(=O)N1c1ccccc1 (configuration not stated)
  A: i | B: -5% | C: 0.1% | D: 6% | E: 4% | F: 9% | G: 0% | H: 0% | I: -3%

COc1ccccc1C(=O)NC(=O)COC(=O)Cc1ccc(F)cc1
  A: i | B: -2% | C: -0.8% | D: 9% | E: 4% | F: 14% | G: 22% | H: -3% | I: 3%

COc1ccccc1Nc1nc(Cl)nc(Nc2ccccc2OC)n1
  A: ? | B: 5% | C: 7.7% | D: -7% | E: ? | F: 11% | G: 12% | H: ? | I: ?

CC(C)CN(C(=O)c1cc(Cl)nc2ccccc12)c1c(N)n(Cc2ccccc2)c(=O)[nH]c1=O
  A: i | B: 6% | C: 0.3% | D: 1% | E: -5% | F: 7% | G: 20% | H: 0% | I: -1%

Clc1ccc(-c2nnc(Sc3nc4ccccc4o3)c3ccccc23)cc1
  A: ? | B: -95% | C: ? | D: -26% | E: ? | F: -1% | G: 18µM* | H: ? | I: ?

O=S1(=O)CC(N2CCN(CCO)CC2)CN1Cc1cn(Cc2cccc(C(F)(F)F)c2)nn1 (configuration not stated)
  A: i | B: / | C: -1.6% | D: / | E: 2% | F: 7% | G: / | H: / | I: /

CN(C)CCCNc1ncnc2oc(-c3ccccc3)c(-c3ccccc3)c12
  A: i | B: 0% | C: 3.2% | D: -17% | E: 2% | F: 5% | G: -18% | H: -20% | I: ?

COc1ccc(CCC(=O)N2CCCC(Nc3ccc(OC)cc3)C2)cc1 (configuration not stated)
  A: i | B: 5% | C: -0.1% | D: 9% | E: -3% | F: 1% | G: 9% | H: -1% | I: -1%

C=CCNC(=S)N/N=C(\C)c1cccc(OC)c1
  A: i | B: -16% | C: 5.3% | D: 3% | E: 7% | F: -7% | G: 0% | H: -28% | I: -1%

Quoted at random: two compounds from above.
Key to letters: A = ATXN viability; B = HepG2 viability; C = Nrf2 activator; D = A549 viability; E = ATXN2 expr inh; F = EPAC2 antagonist; G = Nrf2 block; H = TGFb inhibitor; I = MCF10A rerep
Clc1ccc(-c2nnc(Sc3nc4ccccc4o3)c3ccccc23)cc1
  A: ? | B: -95% | C: ? | D: -26% | E: ? | F: -1% | G: 18µM* | H: ? | I: ?

COc1ccccc1CNC(=O)CCC(=O)N1CC2CCCN2c2ccccc21 (configuration not stated)
  A: / | B: 1% | C: 0.6% | D: 9% | E: / | F: / | G: -6% | H: 31% | I: /

The list continues:
Key to letters: A = ATXN viability; B = HepG2 viability; C = Nrf2 activator; D = A549 viability; E = ATXN2 expr inh; F = EPAC2 antagonist; G = Nrf2 block; H = TGFb inhibitor; I = MCF10A rerep
Cc1cc(C)c2oc(-c3ccc(NC(=O)c4cc(Br)ccc4Cl)cc3)nc2c1
  A: i | B: -35% | C: 3.4% | D: 1% | E: -20% | F: / | G: 5.8µM* | H: -38% | I: /

CCC(=O)c1ccc(OC(=O)c2cccs2)cc1
  A: i | B: -27% | C: -0.5% | D: 1% | E: 5% | F: 0% | G: 8% | H: 11% | I: -1%

CC(=O)Nc1cc(C(=O)CSc2nnc(C3CC3)n2C2CC2)ccc1O
  A: i | B: -1% | C: -0.4% | D: 7% | E: / | F: -6% | G: 0% | H: 19% | I: 0%

CCN(CC)CCOc1ccc2nc(N(C)C)sc2c1
  A: i | B: -6% | C: 0.2% | D: 4% | E: 33% | F: -1% | G: ? | H: -1% | I: 9%&1%

CCOC(=O)N1CCN(S(=O)(=O)c2ccc(OC)cc2)CC1
  A: i | B: -11% | C: 0.2% | D: -2% | E: -17% | F: 17% | G: -7% | H: -10% | I: ?

Cc1cc(C)c(S(=O)(=O)Nc2nnc(CC(C)C)s2)c(C)c1
  A: i | B: -4% | C: 3.1% | D: 4% | E: -6% | F: 8% | G: 7% | H: 3% | I: -2%

COc1ccc(S(=O)(=O)Nc2ccc3c(c2)sc(=O)n3C)cc1Cl
  A: / | B: -35% | C: 9.9% | D: 7% | E: / | F: / | G: / | H: ? | I: /

CN(C)/C=C/C(=O)c1ccc2noc(-c3cccc(F)c3)c2c1
  A: ? | B: -18% | C: 5.9% | D: -8% | E: / | F: -7% | G: -18% | H: 9% | I: ?

COc1ccccc1NS(=O)(=O)c1ccc(C(=O)NCCCN2CCCC2=O)cc1
  A: i | B: -3% | C: -0.3% | D: 10% | E: / | F: 1% | G: -13% | H: -9% | I: 4%

CN(C)CCCN(C(=O)COc1ccc(Cl)cc1)c1nc2cc3c(cc2s1)OCO3
  A: ? | B: -88% | C: 4.9% | D: 0% | E: ? | F: 1% | G: -9% | H: ? | I: 9%

COC(=O)C1CCCCN1C(=O)c1cc(COc2cccc3cccnc23)on1 (configuration not stated)
  A: i | B: -9% | C: 0.0% | D: -2% | E: -4% | F: -8% | G: -8% | H: 3% | I: 4%

CCOC(=O)CSc1nnc2c3ccccc3n(C)c2n1
  A: i | B: -17% | C: 3.3% | D: 7% | E: 10% | F: 10% | G: 2% | H: -21% | I: 3%

Cc1ccc(/C=C2/SC(=Nc3ccc(F)cc3)NC2=O)s1
  A: i | B: 0% | C: 3.7% | D: 8% | E: -3% | F: -4% | G: 24% | H: 12% | I: 4%

Cc1ccc(S(=O)(=O)CCC(=O)OCC(=O)c2c(C)[nH]c3ccccc23)cc1
  A: i | B: -1% | C: 7.6% | D: 4% | E: 9% | F: 16% | G: 16% | H: -13% | I: 5%

O=c1[nH]cnc2c1C(c1ccc(Cl)cc1)c1c(nc[nH]c1=O)O2
  A: i | B: 1% | C: -0.7% | D: ? | E: -2% | F: -3% | G: 3% | H: 0% | I: ?

From PubChem
